# Bioassay records deposited in PubChem BioAssay by National Center for Advancing Translational Sciences (NCATS).
# D2 PAM = D2 dopamine receptor (human) potentiation | P14416 | HEK293 T-REx D2, calcium flux, EC20 dopamine potentiation | potentiation, % at 10 µM | actives 0.34% (n = 340,000) | AID 485347;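 active means potentiation over 3 SD above the plate norm, cut at about 30% in these data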; further: 0% is about no effect
#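 Potentiation of an EC20 dopamine calcium response measured kinetically over 180 s, after a preceding 180 s compound-only read flagging agonists. Cells: inducible Hek293 Trex D2 line, 4000/well, cultured overnight at 30 C before dye loading.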
# TRHR enhancer = allosteric enhancers of human TRH receptor; AID 493056; P34981; actives 0.66% (n = 360,000); TRHR cells, fluo-8 calcium fluorescence, EC20 TRH enhancement; enhancement, % at 2 µM; in the data active means enhancement above about 30%; further: 0% is about no effect
# Target sequence (P34981 whole entry, looked up): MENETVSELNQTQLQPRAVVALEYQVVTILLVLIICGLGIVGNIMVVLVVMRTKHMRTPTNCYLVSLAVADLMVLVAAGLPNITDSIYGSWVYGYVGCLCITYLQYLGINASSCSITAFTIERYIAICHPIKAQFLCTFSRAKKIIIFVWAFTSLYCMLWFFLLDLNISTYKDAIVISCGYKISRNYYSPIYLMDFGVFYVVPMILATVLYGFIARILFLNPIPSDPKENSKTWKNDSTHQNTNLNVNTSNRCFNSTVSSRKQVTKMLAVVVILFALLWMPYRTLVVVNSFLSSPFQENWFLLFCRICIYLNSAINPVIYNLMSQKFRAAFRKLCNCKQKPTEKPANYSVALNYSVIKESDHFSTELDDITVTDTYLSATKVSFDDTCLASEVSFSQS
#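 TRHR-expressing cells loaded with fluo-8 calcium dye were read kinetically (ex 480/em 530) during compound addition, then stimulated with an EC20 of TRH (10 nM final). Enhancement of the Gq-mediated intracellular calcium response was scored.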
# RXFP1 agonist = activates the human relaxin receptor RXFP1. Q9HBX9. HEK293T-RXFP1 cAMP TR-FRET, 30 min; response scale: percent of porcine relaxin response, buffer zero. Potency, µM (doses to about 57.5 µM), for the others: top-dose activation, most hits filed as activators. actives 0.3% (n = 370,000); active means well fitted activation curve with a large enough effect; further: potency means the concentration at half of the fitted maximal effect; on the % scale 0 is the no-effect control and ±100 the full control effect; nearly all actives have a fitted effect of over 60% in size; many of its hits are not listed in these tables
#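 HEK293T cells stably expressing RXFP1 were pretreated with the PDE4 inhibitor Ro 20174, exposed to compounds for 30 min at 37C, lysed, and cAMP was read by TR-FRET. Data normalized to buffer (basal) and 29 nM porcine relaxin (100%).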
# RXFP1 antagonist = RXFP1 (human) relaxin receptor antagonism; actives 0.59% (n = 350,000); activity change, negative = inhibition, % at 57.5 µM; Q9HBX9; HEK293-RXFP1, relaxin-stimulated cAMP HTRF, 30 min; stronger effect = lower value;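 active means activity change of -60% or lower, but not beyond a set lower limit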; further: on the % scale 0 is the no-effect control and ±100 the full control effect
# D1 ag = activates the human D1 dopamine receptor | actives 1% (n = 360,000) | HEK293 T-REx D1 cells, calcium flux, agonist mode | activation, % at 2 µM | P21728 | AID 504660; in the data active means activation above about 30%; further: 0% is about no effect
# Target sequence (P21728 whole entry, looked up): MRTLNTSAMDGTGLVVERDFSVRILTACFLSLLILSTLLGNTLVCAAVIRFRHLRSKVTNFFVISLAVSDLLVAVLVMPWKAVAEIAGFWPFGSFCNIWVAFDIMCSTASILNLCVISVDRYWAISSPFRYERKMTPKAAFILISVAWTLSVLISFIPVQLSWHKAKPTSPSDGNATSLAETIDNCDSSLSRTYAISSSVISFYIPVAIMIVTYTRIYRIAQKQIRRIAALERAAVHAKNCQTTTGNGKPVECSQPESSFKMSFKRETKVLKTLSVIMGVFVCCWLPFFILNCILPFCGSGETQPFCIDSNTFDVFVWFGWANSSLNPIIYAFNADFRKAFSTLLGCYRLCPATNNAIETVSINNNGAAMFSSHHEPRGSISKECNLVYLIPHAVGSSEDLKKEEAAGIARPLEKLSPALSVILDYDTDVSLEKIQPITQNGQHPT
#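 Inducible HEK293 T-REx D1 cells, force-coupled to calcium signalling, were plated at 4000 cells/well with tetracycline and held overnight at 30 C. After no-wash calcium dye loading, compound-evoked calcium rise over 180 s flagged agonists.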
# D1 PAM = enhances dopamine response at the human D1 receptor. HEK293 TREx D1 cells, calcium flux, dopamine EC20 potentiation. potentiation, % at 10 µM. actives 0.036% (n = 360,000); in the data active means potentiation above about 30%; further: 0% is about no effect
# D2 antag = D2 dopamine receptor (human) antagonism. actives 2% (n = 340,000). HEK293 TREx D2 cells, calcium flux, dopamine EC80. P14416. inhibition, % at 10 µM; in the data active means inhibition above about 30%; further: 0% is about no effect
#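 Calcium flux kinetic readout in an inducible HEK293 TREx D2 line plated overnight at 30 C. After 180 s compound exposure, an EC80 dopamine challenge follows with another 180 s kinetic read to detect antagonism.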
# D1 antagonist = blocks dopamine activation of the human D1 receptor; P21728; HEK293 TREx D1 cells, calcium flux, dopamine EC80; stronger effect = lower value; activity change, negative = inhibition, % at 10 µM; actives 3.2% (n = 360,000); in the data active means activity change below about -30%; further: on the % scale 0 is the no-effect control and ±100 the full control effect
#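 Tetracycline-induced HEK293 T-REx cells with force-coupled D1 receptor were loaded with a no-wash calcium dye. Compound was added after a 10 s baseline and read kinetically for 180 s; EC80 dopamine was then added and calcium flux followed another 180 s.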
# D2 ag = activates the human D2 dopamine receptor. P14416. HEK293 T-REx D2 cells, calcium flux agonist mode. activation, % at 2 µM. actives 0.53% (n = 340,000). AID 485358;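 active means activation over 3 SD above normal in the single-dose calcium agonist read, cut at about 30% in these data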; further: 0% is about no effect
#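 Calcium-flux readout, 1 cycle/sec over 180 s following compound pin transfer, in inducible HEK293 Trex D2 cells (force-coupled); dopamine controls included. Positive calcium responses during this window marked compounds as potential agonists.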
# Active calls of the source: *; nt = not tested or not shown; & = joins results of further samples. An excerpt, so the mix of outcomes need not match the whole.
No.	Compound	D2 antag	D1 PAM	D2 PAM	RXFP1 agonist	D1 ag
1	Cc1[nH]n(-c2ccc([N+](=O)[O-])cc2)c(=O)c1C=NCCc1c(C)[nH]c2ccccc12	-14.7	-6.2	5.5	-0.2%	-0.3
2	Cc1cc2[nH]c(=O)c(=O)[nH]c2cc1S(=O)(=O)NCc1ccccc1	1.3	-0.2	1.5	13.0%	1.1
3	Cc1nc2ccccc2n1CC(=O)NCCN1CCOCC1	11.0	-0.8	0.1	0.4%	0.5
4	CCOC(=O)[C@@H]1[C@H]2COc3cc(OC)ccc3[C@@H]2N2C(=O)N(c3cccc(C)c3)C(=O)[C@@]12C	-5.3	-2.5	0.4	0.5%	1.1
5	COc1ccc(/C=N/NC(=O)c2cccnc2)c2ccccc12	-24.4	-2.1	-7.8	1.9%	-1.8
6	O=C(COc1ccc(F)cc1)Nc1nc(-c2ccccn2)cs1	nt	3.7	nt	1.4%	1.3
7	CCc1ccc(-c2nc3ccc(Br)cc3c(C(=O)O)c2C)s1	7.4	-4.7&1.5	1.3&6.6	7.08µM*	1.0&0.6
8	CC(C)CC(=O)Nc1ccccc1-c1nnn(CC(=O)N2CCc3ccccc3C2)n1	-0.5	-5.9	-5.0	3.0%	6.6
9	CC1=NC(C(F)(F)F)(C(F)(F)F)C2=C(CC(C)(C)CC2=O)N1Cc1ccco1	-14.3	9.1	4.3	0.0%	0.4
10	O=C(Oc1ccccc1)N1CCN(c2ccc(F)cc2)CC1	-8.1	-3.2	6.6	-1.0%	8.8
11	COc1ccc(S(=O)Cc2ccc(C(=O)NC3CC3)o2)cc1 (stereo not drawn)	-3.8	-13.2	-1.1	-0.8%	6.5
12	O=S1(=O)CCOC[C@H](CC2CCCCC2)N1Cc1ccccc1Br	7.5	10.2	-9.8	-0.6%	7.8

No.	D1 antagonist	RXFP1 antagonist	D2 ag	TRHR enhancer
1	-6.1	5.8	-1.7	4.1
2	-7.8	9.2	0.9	16.5
3	4.6	2.7	2.1	1.9
4	-0.4	nt	-0.1	-4.3
5	-11.2	8.1	1.0	-0.9
6	-9.0	-7.5	nt	-0.6
7	-11.4&-1.9	-1.3&5.6	-0.3&-1.1	-2.5&3.5
8	4.9	-1.5	-0.2	-5.9
9	0.2	-14.3	0.5	24.0
10	-9.4	7.8	0.2	3.3
11	-0.4	10.9	0.2	1.5
12	3.8	nt	0.4	-10.2

# The listing continues.
No.	Compound	D2 antag	D1 PAM	D2 PAM	RXFP1 agonist	D1 ag
13	CC(C)(C)n1nnnc1C(c1ccccc1F)N1CCN(C2CCCC2)CC1 (stereo not drawn)	nt	0.8	nt	-0.7%	0.8
14	CCc1ccc(NC(=O)CSc2nc3c(c(=O)[nH]2)CN(Cc2ccc4c(c2)OCO4)CC3)cc1	nt	-0.8	3.2	5.5%	1.1
15	CCOc1cc(/C=N/NC(=O)c2ccccn2)ccc1OC(=O)c1ccc(F)cc1	3.5	-11.9	13.9	2.5%	2.9
16	CCOCCc1nn2c(=O)cc(COC(=O)c3ccc(NC(=O)C4CCCCC4)cc3)nc2s1	nt	0.8	0.6	2.4%	-0.2
17	O=C1CCN=C(Nc2ccc(F)cc2)N1Cc1ccccc1	-9.6	0.8	21.8	-0.8%	1.7
18	COc1ccc(N(CC(=O)NCc2ccco2)C(=O)CNS(=O)(=O)c2ccc(Cl)cc2)cc1	-9.5	-9.2	nt	0.1%	0.5
19	N#CC1=C(N)Oc2n[nH]c(CSc3ccccc3)c2C12C(=O)Nc1ccccc12 (stereo not drawn)	-6.5	-11.8	-6.4	0.6%	3.5
20	COc1ccc(C2CC(c3ccc(C)cc3)=NN2C(=O)CCC(=O)O)cc1OC (stereo not drawn)	-17.9	-4.0	1.2	-0.4%	3.2
21	CCOC(=O)c1cc2c(=O)n3ccccc3nc2n(CCCOC)c1=NC(=O)C(C)(C)C	-6.1	-0.7	-7.7	24.1%	2.2
22	Cc1cccc(C)c1OCC(O)CN1CCCCC1 (stereo not drawn)	13.3	-4.3	-7.5	3.2%	1.2
23	C[C@@]12C(=O)OC(=O)[C@]1(C)C1CCC2O1	9.4	-6.5	-3.4	2.0%	-2.7
24	COc1ccccc1CNC(=O)c1cnc2sc(N3CCCCCC3)nn2c1=O	nt	-0.9	-3.2	3.1%	-0.5

No.	D1 antagonist	RXFP1 antagonist	D2 ag	TRHR enhancer
13	2.3	-2.2	nt	0.3
14	6.5	-5.5	-0.6	4.5
15	-11.0	-93.3*	-0.2	-3.7
16	4.1	-11.4	0.8	-0.8
17	-2.4	-13.2	-0.1	3.1
18	-13.4	-8.3	-2.8	8.0
19	-3.4	33.1	-0.1	-0.2
20	-20.1	nt	-1.3	-1.7
21	-18.8	8.0	31.8*	-1.3
22	-8.8	-0.9	0.5	-1.9
23	-1.9	-14.9	0.2	-5.6
24	8.4	-17.3	0.0	-1.1

# Going on with the list.
No.	Compound	D2 antag	D1 PAM	D2 PAM	RXFP1 agonist	D1 ag
25	O=C(c1ccc(Cl)c([N+](=O)[O-])c1)N1CCN(c2ccccn2)CC1	18.0	-3.4	7.8	1.7%	2.6
26	COc1ccc(CCNC(=S)Nc2ccc(C)cc2C)cc1	-5.9	1.3	6.3	-0.1%	-1.9
27	O=C(NCCCn1cccn1)C1CCC(=O)N(CCc2ccccc2)C1 (stereo not drawn)	5.4	-4.9	12.3	-0.1%	0.3
28	CCC(C)NC(=O)Cn1c(=O)n(CCCCCC(=O)NCc2ccccc2Cl)c(=O)c2sccc21 (stereo not drawn)	nt	0.7	7.1	-0.4%	-0.1
29	CC(C)CC(=O)NCCNC(=O)c1cc(OCC(F)(F)F)ccc1OCC(F)(F)F	nt	-2.0	12.4	1.0%	2.2
30	N#Cc1ccsc1NC(=O)CN1C(=O)NC2(CCCC2)C1=O	40.5*	-8.1	-20.3	-0.2%	1.4
31	CCCCn1c(N)c(N(CCOC)C(=O)COC(=O)CCOc2ccc(C)cc2)c(=O)[nH]c1=O	11.5	-2.1	10.9	1.9%	0.4
32	CN(C)CCNC(=O)C(=O)NCC(c1ccc2c(c1)OCO2)N1CCOCC1 (stereo not drawn)	nt	0.2	10.2	1.6%	0.4
33	COC(=O)c1oc2ccc(Br)cc2c1-n1cccc1	-10.3	-4.2	7.7	0.8%	2.3
34	CC1CCN(C(=O)Cn2c(SCC(=O)Nc3ccc(F)cc3)nc3ccccc32)CC1	nt	0.3	3.0	1.6%	-0.1
35	CC(C)(C)C(=O)NNC(=O)C1CC1(c1ccccc1)c1ccccc1 (stereo not drawn)	10.1	-2.2	-5.9	10.8%	0.8
36	Cc1ccccc1CNC(=O)Cn1nc(C)c2nn(-c3ccc(Cl)cc3)c(C)c2c1=O	nt	-0.8	nt	0.6%	0.1

No.	D1 antagonist	RXFP1 antagonist	D2 ag	TRHR enhancer
25	-15.2	3.2	0.3	1.1
26	8.4	-1.8	-0.8	0.1
27	-8.7	-10.4	0.4	-8.9
28	-8.0	3.8	0.1	1.1
29	nt	-15.3	nt	-17.1
30	-32.5*	nt	0.3	-26.2
31	-15.4	5.8	0.6	-9.5
32	14.9	-10.5	1.2	2.8
33	1.1	-12.1	-0.8	0.1
34	-28.0	-3.5	1.4	-0.4
35	-1.8	-7.4	-0.6	-4.8
36	-6.3	-35.7	-0.6	2.5

# The results go on:
No.	Compound	D2 antag	D1 PAM	D2 PAM	RXFP1 agonist	D1 ag
37	Cc1ccccc1NC(=O)CSc1nc2ccc(NC(=O)CCc3ccccc3)cc2s1	nt	1.0	-14.3	-11.6%	3.7
38	COc1ccc(OC)c(CNC(=O)C(C)n2c(C)c3cnn(-c4ccccc4)c(=O)c3c2C)c1 (stereo not drawn)	nt	-3.0	10.1	-1.2%	0.5
39	CC(C)COC(=O)C1C(=O)CC(C)(O)C(C(=O)OCC(C)C)C1c1cccnc1 (stereo not drawn)	-38.4	-1.4	9.9	2.8%	-1.1
40	Oc1c(C=Nc2ccc(Cl)cn2)sc2ccccc12	-4.5	0.2	-17.9	-0.3%	25.6
41	Cc1[nH]c2ccccc2c1CCO	-17.1	-5.2	5.7	-1.5%	3.2
42	Cc1ccc(N(CC(=O)NCc2ccc(F)cc2)C(=O)c2csnn2)c(C)c1	-3.1	-3.8	0.6	-0.6%	2.5

No.	D1 antagonist	RXFP1 antagonist	D2 ag	TRHR enhancer
37	-12.4	nt	0.1	2.8
38	-5.6	6.7	-1.1	-2.1
39	-1.4	-2.2	0.3	-11.0
40	-9.2	-18.2	3.3	-2.0
41	-12.2	-4.5	-0.4	5.4
42	9.9	-1.7	0.8	1.0

# In another format: 2 of the compounds above.
39. CC(C)COC(=O)C1C(=O)CC(C)(O)C(C(=O)OCC(C)C)C1c1cccnc1 (stereo not drawn)
41. Cc1[nH]c2ccccc2c1CCO

assay / entry | 39 | 41
D2 antag | -38.4 | -17.1
D1 PAM | -1.4 | -5.2
D2 PAM | 9.9 | 5.7
RXFP1 agonist | 2.8% | -1.5%
D1 ag | -1.1 | 3.2
D1 antagonist | -1.4 | -12.2
RXFP1 antagonist | -2.2 | -4.5
D2 ag | 0.3 | -0.4
TRHR enhancer | -11.0 | 5.4

# Single records, from the list above. Screens in order: D2 antag	D1 PAM	D2 PAM	RXFP1 agonist	D1 ag	D1 antagonist	RXFP1 antagonist	D2 ag	TRHR enhancer
# CC(C)COC(=O)C1C(=O)CC(C)(O)C(C(=O)OCC(C)C)C1c1cccnc1 (stereo not drawn) in the list: -38.4	-1.4	9.9	2.8%	-1.1	-1.4	-2.2	0.3	-11.0
# Cc1ccccc1NC(=O)CSc1nc2ccc(NC(=O)CCc3ccccc3)cc2s1 in the list: nt	1.0	-14.3	-11.6%	3.7	-12.4	nt	0.1	2.8
